phage Ecoli inh: E. coli growth loss with phage present | AID 651602 | 0.26% of 360,000 active | inhibition, % at 11.9 µM | growth absorbance; in the data active means inhibition above about 11%
E coli growth: counter-screen for AddAB inhibitors: E. coli growth inhibition | E. coli V3065 growth, OD600 absorbance, 18 h | inhibition, % at 11.9 µM | 0.27% of 330,000 active | AID 449728;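 active means inhibition above the campaign's mean inhibition across all tested compounds plus 3 SD, cut at about 9.9% in these data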;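 further: uninfected addAB+ strain grown without phage in ampicillin broth; 0% = DMSO wells and 100% = ciprofloxacin 0.95 µg/ml wells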
Tat transport: E. coli Tat transport inhibition; E. coli MC4100 TorA-mCherry Tat export, fluorescence; inhibition, % at 10 µM; 0.036% of 340,000 active;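 active means mean replicate inhibition at least 50% and at least half of replicates individually reaching 50%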;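 further: exported cargo escapes ClpAP degradation while cytoplasmic cargo is degraded and loses fluorescence; 0% = median of neutral control wells and 100% = median of NaSCN control wells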
PvdQ acylase: blocks Pseudomonas aeruginosa PvdQ acylase activity | purified PvdQ acylase, fluorescence plate reader | inhibition, % at 10 µM | 0.063% of 340,000 active | AID 488965; in the data active means inhibition above about 30%, passing the limit was not always enough;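 further: 0% = vehicle neutral wells and 100% = reference inhibitor wells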
Wnt act: activates Wnt/beta-catenin signaling in a reporter cell assay; activator, plate reader; activation, % at 9.35 µM; 1.2% of 300,000 active; in the data active means activation above about 30%, passing the limit was not always enough;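 further: 0% = neutral control wells and 100% = positive control wells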
CAL PDZ FP: human CAL PDZ-peptide interaction inhibition | Q9HD26 | purified CAL PDZ, TMR-peptide fluorescence polarization, 1 h | inhibition, % at 20 µM | 0.02% of 330,000 active;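 active means highest replicate inhibition of at least 40%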;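 further: plate controls were DMSO neutral control wells for no effect and unlabeled competitor peptide control wells for full effect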
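System: purified tagged CAL PDZ domain construct (CerCALP). Schedule: 1 h incubation at room temperature before polarization reading. Medium: 25 mM sodium phosphate pH 7.4, 150 mM NaCl, TCEP, IgG, Thesit. Read-out: percent inhibition from loss of millipolarization. Measured by: FP readout, S and P plane fluorescence. Probe or stimulus: fluorescent TMR peptide probe.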
DAGLB inh: diacylglycerol lipase beta (human) inhibition; Q8NCG7; HEK293T DAGLB membrane lysate, EnzChek fluorogenic substrate; inhibition, % at 5.17 µM; 0.059% of 340,000 active; AID 504411; in the data active means inhibition above about 34%;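 further: 0% = enzyme with vehicle and 100% = wells lacking enzyme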
Target sequence (Q8NCG7 whole entry, looked up): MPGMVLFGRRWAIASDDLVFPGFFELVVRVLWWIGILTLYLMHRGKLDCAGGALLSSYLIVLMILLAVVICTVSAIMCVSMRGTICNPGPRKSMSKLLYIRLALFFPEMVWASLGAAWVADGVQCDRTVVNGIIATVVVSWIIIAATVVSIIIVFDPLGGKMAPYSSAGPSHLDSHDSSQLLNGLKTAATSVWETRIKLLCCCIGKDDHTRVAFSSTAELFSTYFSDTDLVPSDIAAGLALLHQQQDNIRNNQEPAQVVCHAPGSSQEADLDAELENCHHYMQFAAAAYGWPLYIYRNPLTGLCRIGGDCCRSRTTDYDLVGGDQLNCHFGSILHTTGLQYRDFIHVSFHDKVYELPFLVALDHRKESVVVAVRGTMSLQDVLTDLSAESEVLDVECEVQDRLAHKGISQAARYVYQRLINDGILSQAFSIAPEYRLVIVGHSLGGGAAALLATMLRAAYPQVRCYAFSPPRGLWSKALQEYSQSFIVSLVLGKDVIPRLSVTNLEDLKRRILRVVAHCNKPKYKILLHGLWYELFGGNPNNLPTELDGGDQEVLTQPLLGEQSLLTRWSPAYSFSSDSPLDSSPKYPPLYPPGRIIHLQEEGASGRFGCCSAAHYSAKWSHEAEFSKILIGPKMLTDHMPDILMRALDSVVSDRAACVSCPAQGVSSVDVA
AddAB inh: less growth of phage-infected E. coli with AddAB; E. coli expressing H. pylori AddAB, absorbance growth; inhibition, % at 11.9 µM; 0.29% of 330,000 active; in the data active means inhibition above about 12%;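 further: 0% = vehicle wells of infected cells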
PfHsp90 yeast 2: inhibits growth of yeast expressing Plasmodium falciparum Hsp90; S. cerevisiae expressing PfHsp90, BacTiter-Glo ATP, 48 h; yeast lacking PDR1 and PDR3 efflux regulators; inhibition, % at 9.4 µM; 0.32% of 310,000 active; AID 504621;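 active means every replicate shows inhibition above about 80%, whatever the replicate mean, limit read from the data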;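 further: 0% = DMSO neutral controls and 100% = 20 µM radicicol positive controls; yeast relying on Plasmodium falciparum Hsp90 in place of its own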
Rtt109 Vps75: C. albicans Rtt109 histone acetyltransferase inhibition | 0.16% of 330,000 active | AID 540336 | inhibition, % at 34.9 µM | purified Rtt109/Vps75, ThioGlo CoA-SH fluorescence, 4 h | Q5AAJ8;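 active means inhibition of at least 50% in every replicate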
Target sequence (Q5AAJ8 whole entry, looked up): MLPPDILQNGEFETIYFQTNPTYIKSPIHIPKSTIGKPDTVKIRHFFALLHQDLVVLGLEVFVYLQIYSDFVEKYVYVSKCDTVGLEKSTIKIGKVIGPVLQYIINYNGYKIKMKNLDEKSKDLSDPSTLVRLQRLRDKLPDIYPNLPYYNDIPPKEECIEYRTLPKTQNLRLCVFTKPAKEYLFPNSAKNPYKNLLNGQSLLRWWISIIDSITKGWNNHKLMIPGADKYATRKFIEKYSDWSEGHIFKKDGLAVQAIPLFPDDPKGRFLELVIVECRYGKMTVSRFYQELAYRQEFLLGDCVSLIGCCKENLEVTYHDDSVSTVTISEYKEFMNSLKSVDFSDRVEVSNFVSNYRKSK
* marks the source's active call; other numbers are inactive results; x = not tested or not shown.

Start of the listing, in advance, four compounds:
SMILES	phage Ecoli inh	E coli growth	Tat transport	PvdQ acylase	Wnt act	CAL PDZ FP	DAGLB inh	AddAB inh	PfHsp90 yeast 2	Rtt109 Vps75
CC(C)C(=O)Nc1cccc(NC(=O)c2cccc(F)c2)c1	5.7	1.5	-2	24	-1	-2.0	0	3.1	-2	-4
CCN(CC(=O)NC1CCS(=O)(=O)C1)c1ccc([N+](=O)[O-])cc1C#N (stereo not given)	2.8	-0.2	-4	6	-2	0.4	-14	2.0	-8	-6
Cc1ccnc(NCc2ccccc2O)c1	1.4	0.2	-1	-12	0	-3.4	2	2.6	-14	-6
CN(c1ccccc1)S(=O)(=O)c1cccc(NC(=O)CSc2ncn[nH]2)c1	1.1	-0.2	18	-16	0	0.8	0	0.3	0	12

Main list, from the first entry:
SMILES	phage Ecoli inh	E coli growth	Tat transport	PvdQ acylase	Wnt act	CAL PDZ FP	DAGLB inh	AddAB inh	PfHsp90 yeast 2	Rtt109 Vps75
CC(C)C(=O)Nc1cccc(NC(=O)c2cccc(F)c2)c1	5.7	1.5	-2	24	-1	-2.0	0	3.1	-2	-4
CCN(CC(=O)NC1CCS(=O)(=O)C1)c1ccc([N+](=O)[O-])cc1C#N (stereo not given)	2.8	-0.2	-4	6	-2	0.4	-14	2.0	-8	-6
Cc1ccnc(NCc2ccccc2O)c1	1.4	0.2	-1	-12	0	-3.4	2	2.6	-14	-6
CN(c1ccccc1)S(=O)(=O)c1cccc(NC(=O)CSc2ncn[nH]2)c1	1.1	-0.2	18	-16	0	0.8	0	0.3	0	12
O=C(COC(=O)[C@H](Cc1ccccc1)NC(=O)c1ccco1)NC(c1ccccc1)c1ccccc1	2.2	-2.2	20	-17	-2	-1.3	-1	-0.7	2	-6
COc1ccc(C(=O)N2CCSCC2)cc1OC1CCN(C(C)=O)CC1	0.8	0.4	2	8	-1	-2.2	0	2.8	-5	6
N/C(=N\OC(=O)c1ccc(Br)cc1)c1ccccc1	3.6	-0.2	6	2	x	-2.9	-9	1.6	x	-1
Cc1cc(=O)[nH]c(SCc2nc3ccc([N+](=O)[O-])cc3[nH]2)n1	1.7	2.3	-3	2	2	-0.1	1	1.9	12	-6
Cc1ccc2c(ccn3cc4c(c(=O)n(C)c(=O)n4C)c23)c1	2.9	-1.4	-9	5	10	-2.0	-1	4.8	-5	-7
CCOP(=O)(c1ccccc1)C1(C#N)CC1 (stereo not given)	4.7	-3.4	0	-6	2	-0.3	-1	1.6	-11	-3
CN(C)c1ccc(/C=C(\C#N)C(=O)Nc2nc3c(s2)CCN(Cc2ccccc2)C3)cc1	-0.6	-2.1	3	4	x	-0.7	-15	0.4	38	7
Oc1ccc(Cl)cc1-c1cc(-c2ccco2)[nH]n1	3.8	2.0	-4	10	6	-1.1	1	5.9	-36	4
CC(=O)C(Sc1nn(C)c(=S)s1)C(=O)Nc1ccccc1 (stereo not given)	1.1	1.5	6	-11	x	-1.8	-1	3.3	x	-4
Cc1ccc(C(CNC(=O)c2ccco2)N2CCN(C)CC2)cc1 (stereo not given)	1.8	-1.8	-3	-7	2	-1.6	-1	1.9	x	-6
CCOc1ccccc1NC(=O)C1CCCN(S(=O)(=O)c2ccc(OC)c(C)c2)C1 (stereo not given)	2.7	-2.4	3	-17	-2	-0.7	-4	2.8	-52	-10
NC(=O)C1CCN(C(=O)c2ccc(C(F)(F)F)cc2)CC1	3.6	-0.6	-3	-13	x	x	-1	2.7	4	-1
Cc1ccc(NC(=O)CSc2nnc3ccccn23)cc1	4.1	0.9	8	2	6	-2.5	1	2.0	-24	-5
O=C(O)/C=C/C(=O)NC1CCCCC1	4.5	-0.2	-3	11	-1	-0.3	-1	0.9	3	1
Cc1ccccc1NC(=O)NC1(C(=O)N2CCN(C)CC2)CCCCC1	-2.2	-1.8	-2	-19	1	-2.3	0	2.6	-3	-1
COc1ccccc1NC(=O)CSc1nnc(-c2ccncc2)n1CC1CCCO1 (stereo not given)	3.6	2.4	3	-13	1	-1.8	1	0.2	-17	-10
Cc1ccc(N2CCN(/N=C/c3ccncc3)CC2)cc1	2.4	1.0	4	-13	-2	-0.8	2	-1.3	x	5
CCOc1ccc(CNC(=O)c2ccco2)cc1	5.8	4.9	-9	-6	1	-2.1	1	6.3	9	-4
O=C(c1ccc2c(c1)OCO2)N1CCCN(C(=O)c2ccc3c(c2)OCO3)CC1	1.1	-2.4	0	-1	3	0.2	0	1.9	2	-3
NNC(=O)Cn1nc(-c2ccccc2)c2ccccc2c1=O	-0.2	x	1	-15	0	-0.7	1	x	-8	3
CCOC(=O)C1(CC2CCCCO2)CCN(Cc2cc3ccccc3[nH]2)CC1 (stereo not given)	4.7	-0.8	-3	-19	14	-3.2	-3	3.1	0	-6

(more compounds)
SMILES	phage Ecoli inh	E coli growth	Tat transport	PvdQ acylase	Wnt act	CAL PDZ FP	DAGLB inh	AddAB inh	PfHsp90 yeast 2	Rtt109 Vps75
Brc1cccc(/C=N\n2cnnc2)c1	1.6	-1.7	-2	4	-5	-1.8	0	1.2	x	x
Cc1ccc(C)c(N(C(=O)c2ccco2)C(C(=O)NC2CCCC2)c2ccco2)c1 (stereo not given)	3.2	-0.6	-1	0	0	-3.0	-2	4.7	-4	7
Cc1ccc(S(=O)(=O)N2CCC(C(=O)NC3CC(C)(C)NC(C)(C)C3)CC2)cc1C	-0.4	0.2	2	-13	1	-2.5	1	-0.6	17	-6
CCC(C)N1CCN(C(=O)c2cc(OC)cc(OC)c2)CC1 (stereo not given)	3.3	1.5	-4	-9	0	-0.4	2	2.1	-36	1
O=S(=O)(c1ccc2c(c1)CCCC2)N1CCNCC1	5.3	-1.4	-4	7	-3	-0.3	1	2.4	4	3
NC(=O)Cn1cnc2nc3n(c2c1=O)CCC3	4.8	1.9	4	-13	-1	-0.3	-1	1.0	11	-15
COC(=O)C(C(C)C)N(Cc1cc(OC)cc(OC)c1)S(=O)(=O)CCl (stereo not given)	-1.5	-2.7	-2	-13	-2	-0.3	-6	-0.1	6	4
CCCN(CCO)Cc1cccc(Oc2ccccc2)c1	4.0	1.1	-1	4	-6	-2.6	0	2.3	x	x
COc1cc(/C=N/NC(=O)c2cc(-c3c(C)nn(-c4ccccc4)c3C)n[nH]2)ccc1O	1.7	-0.3	6	4	-3	-2.5	-5	-0.2	-5	x
COc1ccc(NC(=O)N(C)C[C@H]2Oc3ccc(NS(=O)(=O)c4ccc(OC)cc4)cc3C(=O)N([C@H](C)CO)C[C@@H]2C)cc1	3.0	-0.6	-3	-1	1	-1.3	1	3.1	8	12
COc1ccc(Oc2nc3ccccc3nc2C(F)(F)F)cc1	2.3	-0.7	-1	-5	x	-2.0	-13	0.0	8	1
COc1cc(NC(=O)c2ccnn2C)c(OC)cc1Cl	4.0	-0.9	6	-8	-6	-2.8	-1	3.7	-20	-2
O=C(Nc1cccc2ccccc12)OC1C=CS(=O)(=O)C1 (stereo not given)	2.7	1.5	3	-9	x	x	-2	1.9	-10	1
COc1ccc(Cl)cc1Nc1nc(NCCO)nc(N2CCCC2)n1	2.9	-0.9	-8	-7	-1	-0.6	1	0.7	5	-11
NC(=O)c1ccc[n+]([C@H]2O[C@@H](COP(=O)([O-])OP(=O)(O)OC[C@H]3O[C@@H](n4cnc5c(N)ncnc54)[C@H](O)[C@@H]3O)[C@H](O)[C@@H]2O)c1	x	-0.3	-1	-16	x	0.3	-2	-2.2	88*	-3
COC(=O)CN1C(=O)[C@H]2[C@@H](C3CC3)N3C(=O)CN(Cc4ccc(-c5ccccc5)cc4)C(=O)[C@@]3(Cc3ccccc3)[C@H]2C1=O	1.3	-2.6	1	-4	-5	-1.9	0	-0.1	x	11
COc1ccc(-c2cn(Cc3ccc(C(N)=O)cc3)c(-c3ccncc3)n2)cc1	1.6	-1.5	-3	5	47*	-0.2	-2	2.1	2	6
COc1ccc(CNC(=O)[C@@H](C)NC(=O)[C@@H]2Cc3ccccc3CN2)cc1	-0.2	0.2	5	-7	-1	0.1	0	1.3	7	7
CCOC(=O)N/N=C/c1ccc(F)cc1F	2.1	0.4	-5	-14	-3	-1.3	-1	4.3	17	2
CC(NC(=O)CC(c1ccccc1)c1cc(Cl)ccc1O)c1ccccc1 (stereo not given)	2.8	0.3	0	-11	-13	-0.8	-19	3.2	20	3
CC(C)CC(NC(=O)C1CCC(C)CC1)C(=O)NCc1ccccn1 (stereo not given)	3.8	-0.9	-1	-16	-6	1.4	0	2.1	-26	x
S=c1[nH]nc(C2(c3ccccc3)CCCC2)o1	3.1	0.8	1	-10	4	-2.4	3	-2.5	-37	-16
CCOC(=O)c1c(C)c(C(=O)NCCCOC(C)C)c(C)n1C	0.4	-5.8	6	-13	-2	0.5	-3	-0.8	-3	5
O=C(COC(=O)c1ccc(Cl)c(S(=O)(=O)N2CCCC2)c1)NCc1cccs1	3.4	-1.1	17	1	-2	-1.8	2	2.4	6	24
CCOC(=O)c1ccc(N=Cc2cnc(N)nc2N)cc1	1.7	x	33	1	1	-0.4	2	x	-19	5

(further entries)
SMILES	phage Ecoli inh	E coli growth	Tat transport	PvdQ acylase	Wnt act	CAL PDZ FP	DAGLB inh	AddAB inh	PfHsp90 yeast 2	Rtt109 Vps75
CCCCNS(=O)(=O)c1ccc(Br)cc1N1CCC[C@H]1CO	4.7	-0.9	1	-14	-1	-0.7	-3	-2.3	8	-1
Cc1ccc(NC(=O)CSCC(=O)Nc2ccccc2N2CCCCC2)cc1	0.5	3.7	23	3	-1	-2.8	-8	0.5	x	19
CCN(CC)CCNS(=O)(=O)c1ccc(/C=C/C(=O)O)cc1	1.0	-1.1	-2	4	0	1.0	0	-0.7	-6	2
COC(=O)C1=C(C)NC(=O)NC1C1CC=CCC1 (stereo not given)	1.8	0.1	-2	10	x	-1.0	3	1.1	-13	2
COCCn1c(-c2ccc(Br)cc2)nc2oc3cc(OC)ccc3c(=O)c2c1=O	4.4	-1.0	x	x	0	x	x	-0.2	x	x
O=C(COc1ccccc1)Nc1ccncc1Cl	3.2	-0.9	4	-5	15	-1.5	-3	3.1	-2	-5
CCN(CC)CCCN=C(N)N	-0.2	0.5	x	x	0	x	x	-1.5	x	x
Nc1c(C(=O)c2cccs2)oc2ccccc12	3.5	1.4	-1	-2	x	0.4	1	1.9	20	-1
Cc1nc(Cc2nnc(SCC(=O)N(C)c3ccccc3)o2)cs1	1.8	2.2	-2	10	-3	-1.0	-1	2.6	-14	-4
COc1ccccc1NC(=S)N(c1ccccc1)C(C)C	0.9	0.6	15	-13	0	-0.2	2	0.3	24	-1
CC[C@]12c3[nH]c4ccc(Cl)cc4c3CCN1C(=O)[C@@H](CC(=O)NCCCOC)C[C@@H]2C(=O)N1CCN(C(=O)C2CC2)CC1	1.8	0.9	-6	-6	-2	-0.4	1	-0.1	-28	0
COc1ccc(NC(=O)CSc2nc(N)c(-c3ccccc3)c(=O)[nH]2)cc1	1.6	1.1	-4	-9	0	0.8	0	1.7	14	6
N#C/C(=C\c1ccc(OCc2ccc(C(=O)O)cc2)cc1)C(=O)N1CCOCC1	7.3	2.3	-4	0	-7	-1.7	1	5.8	-16	-2
Cc1cc(C)n2c(SCC(=O)N(C)C3CCS(=O)(=O)C3)nnc2n1 (stereo not given)	1.1	0.8	-2	-7	x	-3.9	0	2.2	20	-5
Nc1cc(-c2ccc(Cl)cc2)nn1S(=O)(=O)c1ccc(Cl)cc1	1.6	0.5	7	4	-1	0.6	-4	2.2	8	5
Cc1cc(CNC(=O)C2CCC(=O)N(CCc3cccc(F)c3)C2)on1 (stereo not given)	-2.0	-0.4	-1	-11	-1	-1.1	-1	0.7	-11	4

Assay outcomes: PubChem BioAssay, several laboratories

Rows are unselected. Share with any hit: about 1.9%.
